SW480 rerep – A quantitative high throughput screen for small molecules that induce DNA re-replication in SW480 colon adenocarcinoma cells | AID 624297, 2012 | SW480 DNA re-replication, Hoechst DNA content imaging, 48 h | actives 1.8% (n = 340,000) | Potency, µM (top dose mostly 46.1 µM), for the others: at the highest dose re-replication activation, actives largely listed as activators; also: % of control where 0% means no effect; nearly all actives have a fitted effect of over 55% in size
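Per well, 250 cells were exposed to pinned compound for 48 hr. Nuclear DNA was visualised with Hoechst (40 min, 37 C) and total object intensity recorded by fluorescence scanning.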
KB-V1 cytotox – qHTS assay for MDR1-selective chemotherapeutics: Primary screen using the drug-selected MDR subline cells KB-V1. KB-V1 MDR cells viability, CellTiter-Glo, 72 h. Potency, µM (series often up to 46.1 µM), inactives show at the top dose activity change, negative = cytotoxicity, actives largely listed as cytotoxic. actives 3.4% (n = 400,000); also: % is scaled to controls: 0 for no effect and ±100 for the full control effect; nearly all actives have a fitted effect of over 60% in size
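In this primary screen, KB-V1 cells overexpressing P-gp are incubated with library compounds (lowest to highest concentration) for 72 h at 37 degrees C before a luminescent ATP viability read.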
KB-3-1 tox – qHTS assay for MDR1-selective chemotherapeutics: Primary screen using the parental adenocarcinoma cell KB-3-1; KB-3-1 viability, CellTiter-Glo ATP luminescence, 72 h; Potency, µM (highest dose often 46.1 µM), inactives show at the top dose activity change, negative = cytotoxic, actives largely listed as cytotoxic; actives 1.4% (n = 400,000); AID 1347075, 2019; also: % is scaled to controls: 0 for no effect and ±100 for the full control effect; nearly all actives have a fitted effect of over 60% in size
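Multi-concentration cytotoxicity screen in KB-3-1 cells grown in DMEM lacking phenol red with 10% FBS. After 72 h at 37 °C with compound, ATP-dependent luminescence was recorded.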
GLP-1R agonist – qHTS of GLP-1 Receptor Agonists; HEK293 GLP-1R CRE-luciferase, luminescence, 4-6 h; cells express a hypersensitive GLP-1R form; AID 624172, 2012; Potency, µM (highest dose often 45.6 µM), for the others: at the top dose activation, most hits filed as activators; Glucagon-like peptide 1 receptor (Homo sapiens), P43220; actives 0.007% (n = 380,000); also: % of control where 0% means no effect
Target sequence (P43220 whole entry, looked up): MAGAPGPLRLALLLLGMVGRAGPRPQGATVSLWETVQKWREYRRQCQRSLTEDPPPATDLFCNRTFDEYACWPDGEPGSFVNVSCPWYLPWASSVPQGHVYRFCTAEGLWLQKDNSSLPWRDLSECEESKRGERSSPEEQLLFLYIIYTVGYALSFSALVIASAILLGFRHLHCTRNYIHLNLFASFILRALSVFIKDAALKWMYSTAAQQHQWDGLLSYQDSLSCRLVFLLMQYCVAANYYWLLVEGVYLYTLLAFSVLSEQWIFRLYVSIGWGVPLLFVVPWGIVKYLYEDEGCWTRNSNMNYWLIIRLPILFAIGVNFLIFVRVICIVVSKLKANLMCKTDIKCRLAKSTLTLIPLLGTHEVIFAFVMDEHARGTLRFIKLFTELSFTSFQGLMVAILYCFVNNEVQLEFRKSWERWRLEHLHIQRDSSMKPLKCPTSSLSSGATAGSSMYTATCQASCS
GLP-1R inv ag – qHTS of GLP-1 Receptor Inverse Agonists (Inhibition Mode) | Potency, µM (top dose mostly 38.3 µM), without a hit: at the highest dose activity change, negative = inhibition, hits mostly inhibitors | actives 1.6% (n = 410,000) | AID 624417, 2012 | HEK293 GLP-1R CRE-luciferase, luminescence, 24 h; GLP-1R form is constitutively active | Glucagon-like peptide 1 receptor (Homo sapiens), P43220; also: % is scaled to controls: 0 for no effect and ±100 for the full control effect; nearly all actives have a fitted effect of over 55% in size
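Inverse agonists were sought by their lowering of basal cAMP reporter luciferase output in HEK293 cells stably carrying constitutively active human GLP-1R, after 24 h compound treatment.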
TDP-43 yeast inh – qHTS of TDP-43 Inhibitors; TDP-43 expressing yeast growth rescue, BacTiter-Glo, 24 h; Potency, µM (top dose mostly 46.1 µM), without a hit: top-dose growth rescue (activation), usual class: activators; actives 1.8% (n = 410,000); AID 652104, 2013; also: % of control where 0% means no effect; nearly all actives have a fitted effect of over 50% in size
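Yeast cells expressing TDP-43 under galactose induction are exposed to compounds for 24 hr at 30 deg C. BacTiter-Glo luminescence measures growth, so protective compounds score as activators.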
HT1080-NT tox – qHTS for induction of synthetic lethality in tumor cells producing 2HG: qHTS for the HT-1080-NT fibrosarcoma cell line; HT-1080-NT fibrosarcoma viability, CellTiter-Glo ATP luminescence, 48 h; Potency, µM (titrated, usually from 46.1 µM), for the others: at the top dose activity, negative = less viability, most hits filed as cytotoxic; actives 1.6% (n = 360,000);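 also: NT is the 2HG producing partner of a matched IDH1 knockdown line; 0% = DMSO-treated cells and -100% = media-only wells without cells; nearly all actives have a fitted effect of over 55% in size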
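Fibrosarcoma NT cells, 750 per well in 5% FBS RPMI, were exposed to compound for 48 hours. Viability: CellTiter-Glo luminescence.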
HEK293 tox – qHTS of GLP-1 Receptor Inverse Agonists: Cytotox Screen. HEK293 cAMP-luciferase reporter cells, luminescence, 24 h. Potency, µM (highest dose often 38.3 µM), for the others: top-dose activity change, negative = inhibition, usual class: inhibitors. actives 0.13% (n = 410,000);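 also: loss of luciferase light is scored as toxicity; % is scaled to controls: 0 for no effect and ±100 for the full control effect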
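Step one: seed cells (200 cells/uL, DMEM with 10% Nu serum, 1% pen-strep). Step two: 12-hour incubation at 37 deg C. Step three: pin 23 nL compound, incubate 24 hr. Step four: add luciferase reagent, read luminescence 12 min later.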
HT1080 IDH1KD tx – qHTS for induction of synthetic lethality in tumor cells producing 2HG: qHTS for the HT-1080-IDH1KD cell line; HT-1080 IDH1 knockdown viability, ATP luminescence, 48 h; Potency, µM (series often up to 46.1 µM), for the others: top-dose activity, negative = toxicity, actives largely listed as cytotoxic; actives 2% (n = 360,000); AID 686971, 2013;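 also: 0% = DMSO wells and -100% = cell-free medium wells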
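HT-1080-IDH1KD cells (IDH1 knocked down), 750/well in RPMI with 5% FBS, treated with compound 48 h at 37 degrees C. Viability by CellTiter-Glo luminescence, normalised to DMSO and no-cell wells; concentration-response curves classed.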
Active calls of the source: *; ? = inconclusive; nt = no result given; [ ] = another dose, or the depositor's remark. Calls follow the shape of the dose curve; as a rule, active = well fitted curve in the direction sought with a large enough effect; inconclusive = small, poorly fitted or top-dose-only effect, or another doubt; inactive = no such curve, though single readings can be large; an effect the other way counts as inactive or inconclusive. Potency is read from the fitted curve at half-maximal effect.

Each structure is followed by: SW480 rerep | KB-V1 cytotox | KB-3-1 tox | GLP-1R agonist | GLP-1R inv ag | TDP-43 yeast inh | HT1080-NT tox | HEK293 tox | HT1080 IDH1KD tx
- O=C(O)CN=C(NS(=O)(=O)c1ccc(Cl)cc1)c1ccccc1
  -13% | -4% | 0% | -7% | 3% | -2% | -4% | 52%[activator] | -3%
- Cc1cc(NC(=O)CSCC(=O)N2CCN(c3cccc(C)c3C)CC2)no1
  -27% | 3% | 12% | -5% | -12% | 20% | 4% | -24% | 2%
- CCn1c(=O)cc(OCC(=O)N2CCN(c3ccc(OC)cc3)CC2)c2ccccc21
  nt | -11% | -15% | -3% | -1% | 5% | nt | -4% | nt
- O=C(NC(=S)Nc1ccc(Cl)c(C(=O)O)c1)c1cncc(Br)c1
  0% | 0% | 0% | -3% | -6% | 4% | 13% | 1% | 12%
- COc1ccccc1-c1noc(CCCC(=O)Nc2ccc(C(N)=O)cc2)n1
  -9% | 16% | 2% | 13% | 10% | 5% | 6% | -12% | 3%
- COc1ccc(OC)c(NC(=O)C2(C)CCN2C(=O)C2(c3ccccc3)CCCC2)c1 (stereo not drawn)
  nt | -4% | 0% | -1% | ? | 16% | -23% | -22% | -14%
- CCN1C(=O)[C@@H]2[C@@H](c3ccc(-c4ccc(F)cc4)cc3)N3CCCC[C@@]3(C(=O)OC)[C@@H]2C1=O
  -6%[9.22 µM] | ? | -14% | -3% | ? | 5% | -10% | 30% | ?
- COc1cc2nc(CN(C)Cc3ccc(C(C)(C)C)cc3)[nH]c(=O)c2cc1OC
  -1% | -8% | -19% | -2% | -1% | 10% | 2% | 2% | 9%
- Cc1cc(=O)oc2cc(OCC3CC(c4ccc(Br)cc4)=NO3)ccc12 (stereo not drawn)
  ? | 21µM* | ? | 1% | 0% | -12% | 22% | 0% | 5%
- COc1ccc(-c2cc(=O)oc3c(C)c(O)ccc23)cc1
  -7% | 9% | 2% | -1% | ? | 14% | -5% | 178%[activator] | 3%
- O=C1CCCC2(O)C1C(c1cccc(Br)c1)NC(=O)N2Cc1ccccc1 (stereo not drawn)
  10% | ? | 10% | -1% | 25% | 13% | 3% | 2% | 10%
- CCC(C)(C)NC(=O)C(c1cccn1C)N(Cc1ccc(OC)cc1)C(=O)Cn1nnc2ccccc21 (stereo not drawn)
  ? | ? | ? | 1% | ? | 2% | ? | -25% | -27%
- CCOC(=O)Cc1csc(NC(=O)Cc2cccs2)n1
  -11% | 2% | 1% | -5% | -2% | ? | -16% | -28% | -4%
- CCc1ccc(C(=O)c2cnc3ccc(C)cc3c2S(=O)(=O)c2ccc(OC)cc2)cc1
  nt | -11% | 12% | nt | ? | 27% | nt | 16% | nt
- COc1cc(NC(=S)NC(C)(C)C)c(OC)cc1Cl
  3% | -27% | -24% | 4% | ? | 22% | -1% | ? | 5%
- O=S(=O)(c1ccccc1)C1Cc2ccccc2C1Cl (stereo not drawn)
  -5% | 8% | ? | -1% | 8% | -6% | 0% | -1% | 17%
- CCC(=O)N1N=C(c2ccc(OC)cc2)CC1c1cn(-c2ccccc2)nc1-c1cccs1 (stereo not drawn)
  nt | -5% | -26% | 6% | 5% | -13% | nt | 7% | nt
- O=S1(=O)CC(O)C(N(CCO)C(=S)Nc2ccccc2)C1 (stereo not drawn)
  -7% | ? | 1% | 7% | 8% | 11% | 0% | -6% | 1%
- COC(c1ccccc1)(c1ccccc1)C(Oc1nccc(C)n1)C(=O)O (stereo not drawn)
  2% | ? | 2% | 12% | ? | 19% | 13% | -3% | -1%
- CC(=O)Nc1ccc(S(=O)(=O)N2CCC(C(N)=O)(N3CCCCC3)CC2)cc1
  2% | -2% | 0% | 6% | 16% | -1% | -1% | -1% | -6%
- CCCC(=O)Nc1ccc(Cl)c(NC(=O)C(C)(C)C)c1
  -13% | -5% | -18% | -8% | 3% | -12% | 0% | 17% | 0%
- CSc1ccc(NC(=O)Nc2cccn(Cc3ccccc3F)c2=O)cc1
  ? | -7% | ? | -13% | ? | -5% | -1% | 6% | -24%
- Cc1cc(=O)oc2cc(OCC(=O)N3CCN(c4ccccc4)CC3)c(Cl)cc12
  -2% | -4% | 14% | -1% | -7% | -1% | 3% | -11% | 17%
- CC(C)(C)c1nnc(NC(=O)c2cc(-c3ccccc3)nc3ccccc23)s1
  -1% | -18% | -5% | -10% | ? | 9% | -21% | 13% | -20%
- COc1ccc(-c2noc(CCCC(=O)N3CCN(c4cc(C)ccc4C)CC3)n2)cc1
  -2% | -14% | -19% | 13% | -6% | 0% | -5% | 3% | -1%
- COc1cc(CN(C(=S)NCC(=O)O)C2CCCC2)cc(OC)c1OC
  -13% | 27% | 1% | -1% | 21% | 0% | 1% | 1% | 7%
- Cc1ccc(S(=O)(=O)Nc2cccc(C(=O)NCC(c3ccco3)N3CCCC3)c2)cc1F (stereo not drawn)
  23µM* | ? | ? | 7% | ? | -2% | ? | -7% | -5%
- COc1ccc2[nH]c(C)c(CCNC(=S)Nc3cc(C)ccc3C)c2c1
  16µM* | -14% | 2% | 15% | -26% | ? | -17% | 5% | 1%
- CC[C@@H](C)[C@H](CN[C@H](CNC)C(C)C)NC[C@@H](C)c1ccc(CC(C)C)cc1
  ? | 0% | ? | 0% | ? | ? | ? | 11µM* | ?
- COc1ccc(CNC(=O)Cn2cnc3c(NCc4ccccc4)ncnc32)cc1
  13µM* | 0% | 10µM* | 3% | ? | 11% | 15µM* | -16% | 16µM*

9 structures out of the list, ordered by formula weight, lowest first.
Each structure is followed by: SW480 rerep | KB-V1 cytotox | KB-3-1 tox | GLP-1R agonist | GLP-1R inv ag | TDP-43 yeast inh | HT1080-NT tox | HEK293 tox | HT1080 IDH1KD tx
- O=S1(=O)CC(O)C(N(CCO)C(=S)Nc2ccccc2)C1 (stereo not drawn)
  -7% | ? | 1% | 7% | 8% | 11% | 0% | -6% | 1%
- CC(C)(C)c1nnc(NC(=O)c2cc(-c3ccccc3)nc3ccccc23)s1
  -1% | -18% | -5% | -10% | ? | 9% | -21% | 13% | -20%
- CC[C@@H](C)[C@H](CN[C@H](CNC)C(C)C)NC[C@@H](C)c1ccc(CC(C)C)cc1
  ? | 0% | ? | 0% | ? | ? | ? | 11µM* | ?
- COc1cc2nc(CN(C)Cc3ccc(C(C)(C)C)cc3)[nH]c(=O)c2cc1OC
  -1% | -8% | -19% | -2% | -1% | 10% | 2% | 2% | 9%
- O=C(NC(=S)Nc1ccc(Cl)c(C(=O)O)c1)c1cncc(Br)c1
  0% | 0% | 0% | -3% | -6% | 4% | 13% | 1% | 12%
- COc1ccc(OC)c(NC(=O)C2(C)CCN2C(=O)C2(c3ccccc3)CCCC2)c1 (stereo not drawn)
  nt | -4% | 0% | -1% | ? | 16% | -23% | -22% | -14%
- O=C1CCCC2(O)C1C(c1cccc(Br)c1)NC(=O)N2Cc1ccccc1 (stereo not drawn)
  10% | ? | 10% | -1% | 25% | 13% | 3% | 2% | 10%
- COc1ccc(-c2noc(CCCC(=O)N3CCN(c4cc(C)ccc4C)CC3)n2)cc1
  -2% | -14% | -19% | 13% | -6% | 0% | -5% | 3% | -1%
- CCc1ccc(C(=O)c2cnc3ccc(C)cc3c2S(=O)(=O)c2ccc(OC)cc2)cc1
  nt | -11% | 12% | nt | ? | 27% | nt | 16% | nt

The results go on:
Each structure is followed by: SW480 rerep | KB-V1 cytotox | KB-3-1 tox | GLP-1R agonist | GLP-1R inv ag | TDP-43 yeast inh | HT1080-NT tox | HEK293 tox | HT1080 IDH1KD tx
- CCOC(=O)C(Cc1c(F)cccc1Cl)c1ccnc2nc(N)nn12 (stereo not drawn)
  -50%[inhibitor] | -19% | 1% | 4% | 3% | 3% | -6% | 4% | 2%
- Cc1cccc(OC(=O)NCCOC(=O)N(O)c2ccc(Cl)cc2)c1
  ? | ? | -7% | 4% | 0% | 11% | 2% | -14% | 0%
- O=S(=O)(c1ccc(Br)cc1)c1nnn2c1nc(N1CCOCC1)c1sccc12
  nt | -5% | -10% | nt | 30% | 3% | nt | -9% | nt
- O=C(CCNC(=O)c1ccc([N+](=O)[O-])cc1)Nc1cccc(S(=O)(=O)N2CCCCCC2)c1
  -13% | 9% | -24% | -5% | ? | -9% | -3% | 1% | -7%
- O=C(Nc1cccc([N+](=O)[O-])c1)c1ccc(N2CCCC2=O)cc1
  20% | 20% | 1% | 28% | 7% | -2% | ? | -7% | 24%
- C[C@@H](CO)NC(=O)c1[nH]cnc1C(=O)Nc1ccc(CNC(=O)OC(C)(C)C)cc1
  nt | ? | 3% | 4% | 26% | ? | 3% | 4% | -3%
- S=C(NC1CCCC1)N1CCOCC1
  -3% | 0% | 19% | 8% | 17% | -20% | -2% | 10% | 1%
- Cc1ccc2c(c1)nnn2C1CCN(S(=O)(=O)c2ccc(C(=O)N(C)C3CCCCC3)cc2)CC1
  8% | ? | ? | 2% | -17% | -1% | -3% | 19% | -16%
- CCC(=O)N1c2ccccc2CC1C(=O)NCCCN1CCN(c2cc(C)ccc2C)CC1 (stereo not drawn)
  nt | -6% | -17% | nt | -11% | -3% | nt | 0% | nt
- c1ccc(Nc2nc(N3CCCC3)nc(N3CCCC3)n2)cc1
  ? | ? | 0% | 7% | ? | 5% | ? | -21% | -26%

Screens (PubChem BioAssay)
